# High-throughput results as filed in PubChem.
# IMP-1 inhibitor: IMP-1 metallo-beta-lactamase inhibitors, primary screen, biochemical, epi-absorbance readout, Pseudomonas aeruginosa enzyme; metallo-beta-lactamase IMP-1 (Pseudomonas aeruginosa); purified IMP-1, nitrocefin hydrolysis, epi-absorbance fluorescence; inhibition, % at 5.6 µM; actives 0.45% (n = 290,000);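 active = inhibition above the mean plus 3 SD of all compounds in the same screening run, cut at about 4.5% in these data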;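 note: 0% = IMP-1 with DMSO and 100% = DMSO wells lacking enzyme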
#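 System: Purified IMP-1 | Read-out basis: Percent enzyme inhibition | Controls: IMP-1 with DMSO as 0%, enzyme-free DMSO as 100% | Replicates: One well per compound | Doses: 5.6 µM nominal single concentration | Detection: Epi-absorbance fluorescence, 480 nm excitation, 530 nm emission | Incubation: 25 °C, 15 min preincubation, 25 min reaction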
# VIM-2 inh: VIM-2 metallo-beta-lactamase inhibitors, primary screen, biochemical, epi-absorbance readout, Pseudomonas aeruginosa enzyme | AID 1527, 2009 | inhibition, % at 5.6 µM | purified VIM-2, nitrocefin hydrolysis, epi-absorbance fluorescence | actives 0.89% (n = 290,000);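 active = inhibition above the mean of all tested compounds plus 3 SD, cutoff set per screening run, cut at about 7.5% in these data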;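 note: red hydrolysis product quenches plate fluorescence so inhibitors raise well fluorescence; 0% = enzyme with DMSO and 100% = DMSO without enzyme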
# IDE cell activ: human IDE activators in live cells, primary screen, fluorescence polarization, HEK cells, FAbeta-B substrate. FAbeta-B cleavage; 0% vehicle, 100% cell-free pure enzyme wells. activation, % at 5.96 µM. actives 0.073% (n = 340,000);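 active = activation above the mean of all tested compounds plus 3 SD, set per screening campaign, cut at about 17% in these data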
# PHOSPHO1 inh: PubChem AID 1565; recombinant PHOSPHO1, absorbance phosphatase assay; inhibition, % at 13.3 µM; actives 1.1% (n = 290,000); in the data active = inhibition above about 60%
# HCV NS3 hel inh: inhibitors of HCV NS3 helicase, primary screen, biochemical, Cy5 molecular beacon fluorescence. actives 0.56% (n = 290,000). Hepatitis C virus NS3 helicase. inhibition, % at 10.9 µM. NS3 helicase DNA unwinding;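 active = inhibition above the mean of all tested compounds plus 3 SD, set per campaign, cut at about 35% in these data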;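 note: 0% = DMSO wells and 100% = thioflavine S control wells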
#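 assay system = NS3 helicase fragment of HCV | buffer or medium = MOPS pH 6.5, MgCl2, DTT, Tween20, BSA | timing = 60 min unwinding reaction at 25 °C after ATP addition | signal = Cy5 beacon fluorescence read at start and 1 h | read-out basis = % inhibition of unwinding | control set = low DMSO, high thioflavine S at 110 µM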
# MEKK3 PB1 HTS: modulators of MEKK3-MEK5 PB1 binding, primary screen, biochemical, wildtype MEKK3, multiplex bead flow cytometry, Alexa488-MEK5. Mitogen-activated protein kinase kinase kinase 3 (Homo sapiens), Q99759. bead-based flow cytometry, Alexa488-MEK5 binding to MEKK3; actives lie on both sides; 0 = blocked by unlabeled MEK5, 100 = vehicle. binding response (% of control), % at 10 µM. actives 1.4% (n = 290,000);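 active = binding response more than 3 SD above or below the average of its plate-row segment, actives on both sides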;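 note: Alexa488 bead fluorescence after subtracting the streptavidin-only scavenger bead signal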
# UBC9 SUMO inh: inhibitors of in vitro SUMOylation cascade, primary screen, biochemical, HTRF, uHTS | HTRF SUMOylation assay, SAE1/SAE2 + UBC9 | inhibition, % at 35 µM | AID 2006, 2009 | actives 0.36% (n = 290,000); in the data active = inhibition above about 50%, passing the limit was not always enough; note: strong numbers were not always called active
# pCIP destab: p/CIP-EGFP fusion destabilizers, primary screen, fluorescence, F442A cells. AID 1984, 2009. actives 0.01% (n = 290,000). 16 h. decrease of EGFP signal, % at 10 µM;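 active = EGFP signal decrease of at least 30% at 10 µM or well 3 SD below plate mean, unless failing retest; inactive = the rest, including hits failing retest or dose response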; note: some compounds called inactive have numbers as strong as hits; many of its hits are not listed in these tables
# Target sequence (Q05BA5 1-1403): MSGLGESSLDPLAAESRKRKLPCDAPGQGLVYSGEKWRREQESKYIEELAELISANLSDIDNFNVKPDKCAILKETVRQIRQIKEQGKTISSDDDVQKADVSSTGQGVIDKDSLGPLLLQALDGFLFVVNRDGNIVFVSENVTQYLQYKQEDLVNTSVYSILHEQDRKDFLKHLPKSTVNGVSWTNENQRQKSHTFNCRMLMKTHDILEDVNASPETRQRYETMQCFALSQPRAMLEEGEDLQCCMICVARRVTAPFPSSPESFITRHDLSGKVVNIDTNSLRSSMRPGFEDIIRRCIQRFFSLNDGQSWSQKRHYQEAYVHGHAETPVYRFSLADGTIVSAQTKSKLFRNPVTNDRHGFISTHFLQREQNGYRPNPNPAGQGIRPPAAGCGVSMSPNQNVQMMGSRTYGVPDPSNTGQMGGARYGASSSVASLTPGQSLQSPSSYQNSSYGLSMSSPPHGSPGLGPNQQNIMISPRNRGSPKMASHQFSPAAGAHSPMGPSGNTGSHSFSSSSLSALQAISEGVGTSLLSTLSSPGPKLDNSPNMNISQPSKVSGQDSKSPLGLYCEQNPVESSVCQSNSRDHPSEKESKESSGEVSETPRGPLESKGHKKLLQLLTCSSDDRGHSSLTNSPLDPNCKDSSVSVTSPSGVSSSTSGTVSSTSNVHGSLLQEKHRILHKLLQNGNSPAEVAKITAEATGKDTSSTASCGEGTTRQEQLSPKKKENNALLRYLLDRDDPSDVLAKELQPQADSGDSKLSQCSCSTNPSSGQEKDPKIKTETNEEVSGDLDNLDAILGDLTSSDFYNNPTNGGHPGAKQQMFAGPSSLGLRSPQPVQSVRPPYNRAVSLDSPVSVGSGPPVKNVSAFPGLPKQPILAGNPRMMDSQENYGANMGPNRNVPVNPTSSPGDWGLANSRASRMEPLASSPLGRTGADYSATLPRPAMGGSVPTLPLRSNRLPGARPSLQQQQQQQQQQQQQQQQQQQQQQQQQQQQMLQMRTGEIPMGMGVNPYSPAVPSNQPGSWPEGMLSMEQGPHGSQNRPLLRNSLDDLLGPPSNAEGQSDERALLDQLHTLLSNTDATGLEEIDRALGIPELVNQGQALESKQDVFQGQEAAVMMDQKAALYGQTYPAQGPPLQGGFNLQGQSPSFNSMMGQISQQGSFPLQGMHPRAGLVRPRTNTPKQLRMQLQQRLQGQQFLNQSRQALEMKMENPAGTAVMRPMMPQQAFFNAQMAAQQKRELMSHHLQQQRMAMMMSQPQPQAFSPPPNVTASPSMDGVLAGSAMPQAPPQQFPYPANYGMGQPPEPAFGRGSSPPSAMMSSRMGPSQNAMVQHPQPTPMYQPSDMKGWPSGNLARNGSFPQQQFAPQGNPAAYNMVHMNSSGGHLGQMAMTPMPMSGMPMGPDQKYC
# DNA FID counter: compounds displacing fluorescent DNA intercalator, primary screen, artefact control for HCV NS3 helicase inhibitor project, biochemical, FID fluorescence | actives 0.17% (n = 290,000) | AID 1845, 2009 | DNA fluorescent intercalator displacement | inhibition, % at 7.9 µM; in the data active = inhibition above about 37%;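 note: 0% = vehicle and 100% = reference compound; higher means more ethidium bromide displaced from hairpin DNA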
# An asterisk follows results filed as active; . = not tested or not shown. Not all compounds are listed (hit frequency here may not be typical).
SMILES,IMP-1 inhibitor,VIM-2 inh,IDE cell activ,PHOSPHO1 inh,HCV NS3 hel inh,MEKK3 PB1 HTS,UBC9 SUMO inh,pCIP destab,DNA FID counter
COCCNC(=O)/C(C#N)=C/c1ccc(-c2ccc(OC)cc2[N+](=O)[O-])o1,-1.5,-2.4,3,55,10,100,16,2,1
CCc1cc2c(=O)n(CC(=O)NC3CCCCC3)cnc2s1,-1.0,0.2,-1,33,-5,89,-1,3,-5
CCOCCCNC(=O)C1CCN(S(=O)(=O)c2ccc3nc4c(c(C(=O)O)c3c2)CCCCC4)CC1,-2.2,-0.9,-4,15,3,100,0,1,-48
COc1cc(OC)c(C2=NOC(C(=O)NCc3cccs3)C2)cc1Cl (stereo unspecified),-3.6,-1.7,2,-30,1,89,2,7,-9
CCOc1ccc(C(=O)N(Cc2ccccc2)c2cccc(C)c2)cc1OC,-1.6,-3.8,8,15,-8,105,0,-2,-62
CCCCCOC(=O)Nc1ccc(S(=O)(=O)Nn2cnnc2)cc1,-4.2,-2.8,-3,-4,2,99,23,-2,-7
CC(=O)C1=C(O)C(=O)N(Cc2ccccc2)C1c1ccc(Cl)cc1 (stereo unspecified),-2.1,-0.4,3,39,25,104,-4,-9,-33
COc1cc(C(=S)N2CCOCC2)cc(OC)c1OC(=O)c1ccc(C)cc1,-4.2,-4.3,3,24,14,103,2,-3,-36
Cc1c(O)ccc(C(=O)COc2ccccc2F)c1O,-2.0,-1.6,6,3,-3,101,16,-5,11
Cc1cccc(NC(=O)c2cc3c(s2)-c2c(C)cccc2OC3)n1,-3.4,-2.9,-3,-11,3,88,36,1,-1
CSCCC1NC2(C(=O)Nc3c2ccc(Cl)c3C)[C@@H]2C(=O)N(C3CCCC3)C(=O)[C@H]12 (stereo partly specified),1.3,1.6,0,20,2,101,10,-2,-1
CN(C)S(=O)(=O)c1cccc(C(=O)OCC(=O)NC2CCCc3ccccc32)c1 (stereo unspecified),-2.1,-0.1,3,-9,1,106,-3,-14,-11

# Single records (already shown):
# CCOCCCNC(=O)C1CCN(S(=O)(=O)c2ccc3nc4c(c(C(=O)O)c3c2)CCCCC4)CC1 reads IMP-1 inhibitor: -2.2; VIM-2 inh: -0.9; IDE cell activ: -4; PHOSPHO1 inh: 15; HCV NS3 hel inh: 3; MEKK3 PB1 HTS: 100; UBC9 SUMO inh: 0; pCIP destab: 1; DNA FID counter: -48
# CN(C)S(=O)(=O)c1cccc(C(=O)OCC(=O)NC2CCCc3ccccc32)c1 (stereo unspecified) reads IMP-1 inhibitor: -2.1; VIM-2 inh: -0.1; IDE cell activ: 3; PHOSPHO1 inh: -9; HCV NS3 hel inh: 1; MEKK3 PB1 HTS: 106; UBC9 SUMO inh: -3; pCIP destab: -14; DNA FID counter: -11
# Cc1c(O)ccc(C(=O)COc2ccccc2F)c1O reads IMP-1 inhibitor: -2.0; VIM-2 inh: -1.6; IDE cell activ: 6; PHOSPHO1 inh: 3; HCV NS3 hel inh: -3; MEKK3 PB1 HTS: 101; UBC9 SUMO inh: 16; pCIP destab: -5; DNA FID counter: 11

# New compounds follow:
SMILES,IMP-1 inhibitor,VIM-2 inh,IDE cell activ,PHOSPHO1 inh,HCV NS3 hel inh,MEKK3 PB1 HTS,UBC9 SUMO inh,pCIP destab,DNA FID counter
COc1ccc(CCNC(=O)c2ccc(N(C)S(=O)(=O)c3ccc(C)cc3)cc2)cc1,-1.3,-0.3,-3,4,-14,102,6,-8,-25
Cc1cccc(NC(NC(=O)c2cccnc2)C(Cl)(Cl)Cl)c1 (stereo unspecified),-0.6,-3.5,6,-18,4,100,6,0,-1
Cc1ccc(-c2nnn(CC(=O)N(CCN3CCOCC3)C(C(=O)NC3CCCC3)c3ccncc3)n2)o1 (stereo unspecified),-2.6,-5.4,-3,-8,-2,104,6,3,-12
Cc1cc(C)nc(-n2nc(C)c3c(C(=O)O)cc(-c4cccc(Br)c4)nc32)n1,-4.2,-4.2,4,44,5,100,13,-7,-36
COc1ccc(CN(C(=O)CN2C(=O)COc3ccccc32)C2CCCC2)c(OC)c1,-3.1,1.1,-2,-10,-8,95,2,1,-40
Cc1c(C)[n+](=O)c(-c2ccc(F)cc2)c(C)n1[O-],3.4,-0.1,5,6,-1,106,29,0,-2
CCc1ccc2nc3sc(C(=O)O)cc3cc2c1,-0.9,-1.8,4,45,14,96,-2,-10,-16
CC(NC(=O)CN1CCN(c2ccc(Cl)cc2)CC1)c1ccccc1 (stereo unspecified),-1.5,-1.1,0,8,-13,102,-7,0,-28
CC(Sc1c[nH]c2ccccc12)C(=O)O (stereo unspecified),-1.3,-2.1,-6,26,17,101,-12,-10,-1
O=C1C2ON(c3ccccc3)C(c3cccnc3)C2C(=O)N1c1ccc(Cl)c(Cl)c1 (stereo unspecified),-2.4,-3.4,-1,-11,20,105,13,-11,-27
Cc1ccnc(N2C(=O)c3ccccc3C2=O)c1,0.3,-0.4,4,11,-12,102,16,-1,-1
COc1ccccc1NC(=O)Cn1nnc(-c2ccccc2NC(=O)c2cccs2)n1,-0.6,1.4,7,19,2,98,-7,5,-3
CCOc1ccc(Br)cc1C(=O)N/N=C/c1c[nH]c2ccccc12,-1.1,-2.0,4,.,3,105,18,6,-8
OC(COc1ccc2cc(Br)ccc2c1)CN1CCN(c2ccccn2)CC1 (stereo unspecified),-3.2,-3.2,-4,-1,-18,111,-26,4,-4
C/C(=N\Nc1ccc(C#N)cc1[N+](=O)[O-])c1ccc(O)cc1,-0.8,-0.2,3,12,-3,80,6,-2,10
O=c1oc2ccccc2n1CSc1nc2ccccc2s1,-2.6,-2.1,-4,6,2,102,-6,-3,-10
COC(=O)Cc1c(C)nc2nc(-c3ccc(C)cc3)[nH]n2c1=O,-4.0,-1.1,1,-3,0,106,4,-3,1
CCCCOc1ccc(C(=O)OC(C)CN(C)C)cc1 (stereo unspecified),-1.3,0.5,3,27,-20,.,14,-10,32
CCCCCCCc1nc2c(=O)[nH]c3ccccc3c2o1,-4.8,-2.2,.,.,-1,.,.,.,1
N#C/C(=C\c1ccccc1)C(=O)NC(=O)Oc1ccccc1,-2.3,-4.5,0,-3,-2,96,10,-6,-3
CCN(CC)CCCN1C(=O)C(O)=C(C(=O)c2cc3cccc(OC)c3o2)C1c1ccncc1 (stereo unspecified),-1.3,-1.7,6,1,-1,105,31,-1,-7
CCOC(=O)c1nc(N/N=C/c2ccccc2)sc1Br,-2.6,-4.8,6,.,-5,102,19,-14,-27
CCOC(=O)C1=C(c2ccccc2)NC(=O)NC1c1cc(OC)c(O)c([N+](=O)[O-])c1 (stereo unspecified),-2.5,-3.0,3,-2,18,98,3,0,-5
COc1ccccc1NC(=O)CCC(=O)c1ccc(-c2ccccc2)cc1,0.2,-1.6,-7,-23,-3,97,9,-18,-19

# 2 of these compounds, set out differently.
CCOC(=O)C1=C(c2ccccc2)NC(=O)NC1c1cc(OC)c(O)c([N+](=O)[O-])c1 (stereo unspecified)
  IMP-1 inhibitor = -2.5 | VIM-2 inh = -3.0 | IDE cell activ = 3 | PHOSPHO1 inh = -2 | HCV NS3 hel inh = 18 | MEKK3 PB1 HTS = 98 | UBC9 SUMO inh = 3 | pCIP destab = 0 | DNA FID counter = -5
CCN(CC)CCCN1C(=O)C(O)=C(C(=O)c2cc3cccc(OC)c3o2)C1c1ccncc1 (stereo unspecified)
  IMP-1 inhibitor = -1.3 | VIM-2 inh = -1.7 | IDE cell activ = 6 | PHOSPHO1 inh = 1 | HCV NS3 hel inh = -1 | MEKK3 PB1 HTS = 105 | UBC9 SUMO inh = 31 | pCIP destab = -1 | DNA FID counter = -7

# Next records follow:
SMILES,IMP-1 inhibitor,VIM-2 inh,IDE cell activ,PHOSPHO1 inh,HCV NS3 hel inh,MEKK3 PB1 HTS,UBC9 SUMO inh,pCIP destab,DNA FID counter
Cc1cc(OCCCC(=O)Nc2cccc(-n3cnnn3)c2)ccc1Cl,-4.3,-2.3,-3,6,-11,101,-8,-7,-20
CNC(=O)Cn1c(C)cc(=O)c2cccc(C)c21,-3.3,-1.0,.,36,-5,99,6,-3,5
Cc1ccc(C(=O)O)cc1S(=O)(=O)N1CCOCC1,4.0,-0.6,4,-21,2,96,0,-5,3
CCCOC(=O)Nc1sc2c(c1C(N)=O)CCCC2,-3.4,-1.1,8,-5,0,100,17,-27,-1
COC(=O)Cc1c(C)c2ccc(OC(C)C)cc2oc1=O,-1.7,-1.0,-1,42,3,109,18,-4,-10
COC(C(=O)Nc1ccc(NC(=O)C(OC)c2ccccc2)cc1)c1ccccc1 (stereo unspecified),-4.6,-0.4,0,-6,-1,96,2,-7,-29
CCOc1cccc(C(=O)Nc2ccc3oc(Cc4ccc(Cl)cc4)nc3c2)c1,-0.2,2.8,4,12,6,104,-3,-17,-10
O=C(COc1ccc(Cl)cc1[N+](=O)[O-])N1CCCCCC1,-1.2,1.0,-2,17,-8,99,-1,-16,-2
COC(=O)CN1C(c2ccc(OC)cc2)=Nc2ccc(Cl)cc2C1c1ccccc1 (stereo unspecified),-3.4,-2.7,2,-24,-18,108,-19,6,9
COCCN1C(=O)C(=O)/C(=C(/O)c2ccc(S(=O)(=O)N3CCOCC3)cc2)C1c1ccc(O)cc1 (stereo unspecified),-1.8,-3.5,-4,17,-4,95,-14,-7,-2
Cc1c(O)ccc2c(CN3CCN(CCO)CC3)cc(=O)oc12,0.7,0.4,0,5,-2,102,49,9,9
COc1ccccc1N(CN1C(=O)c2ccccc2C1=O)C(=O)c1cccnc1,-2.4,-2.5,2,12,12,104,6,20,-9
COCCNC(=O)CN(C(=O)Cn1nnc2ccccc21)c1ccc(F)c(Cl)c1,-2.3,0.3,4,19,-5,100,7,3,-7
C=CCn1c(=O)c(C(=O)Nc2ccccc2S(N)(=O)=O)c(O)c2ccccc21,-2.4,0.5,1,-7,-3,94,7,-4,-25
CCC12CN(C(=O)c3ccco3)CC(CC)(CN(C(=O)c3ccco3)C1)C2=O,-3.5,-3.0,4,-2,-6,107,6,6,-8
CCOC(=O)c1c2c3c(c(Cl)ccc3[nH]c1=O)C(=O)c1ccccc1-2,-1.7,3.8,.,4,1,82,4,-42,9
CC1CCCCN1C(=O)COc1ccc2ccc(=O)oc2c1 (stereo unspecified),-3.4,-3.7,2,15,14,106,22,12,-11
CCSc1nnc(NC(=O)c2cc(C)oc2C)s1,-2.0,-4.4,9,3,-2,95,8,4,-7
